Screens (PubChem)
GSH bead fluor: compound fluorescence on glutathione beads, profiling panel, artefact control, biophysical, 488/530 nm, flow cytometry; hit rate 0.25% among 190,000; fluorescence (KMESF) at 10 µM; GSH beads flow cytometry, compound fluorescence 488/530 nm; active compounds read high; AID 1776, 2009; in the data active = fluorescence above about 89;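 also: glutathione beads carrying GST-tagged Bcl family fusion proteins plus one bare bead set; values are compound well signal with DMSO vehicle wells as background; inactives centre near 16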
HRas wt GTP: modulators of GTP binding to HRas wildtype, primary screen, biochemical, bead-based flow cytometry, multiplex. GTPase HRas (Homo sapiens), P01112. GST-Ras wt beads, Bodipy-FL-GTP binding; actives lie on both sides. GTP binding activity, % at 10 µM. hit rate 0.14% among 190,000;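 active = GTP binding activity at least 20% away from the 100% baseline, either lowered as inhibitor or raised as activator; inconclusive = flagged as likely green fluorescent, judged across all proteins in the well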;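 also: 0% = unlabeled GTP competition control and 100% = no-compound control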
Target sequence (P01112 whole entry, looked up): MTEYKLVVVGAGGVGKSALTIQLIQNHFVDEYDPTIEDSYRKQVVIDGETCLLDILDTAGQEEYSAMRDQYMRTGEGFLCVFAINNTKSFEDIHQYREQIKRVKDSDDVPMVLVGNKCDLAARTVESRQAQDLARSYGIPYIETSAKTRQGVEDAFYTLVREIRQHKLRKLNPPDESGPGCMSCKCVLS
Avidin bead fluor: green autofluorescence of compounds with avidin beads – biophysical, 488/530 nm, flow cytometry, artefact control, profiling panel | hit rate 0.38% among 220,000 | fluorescence (KMESF) at 10 µM | compound fluorescence 488/530 nm; active compounds read high; in the data active = fluorescence above about 47; also: inactives centre near 10
Rab7 wt modul: modulators of GTP binding to Rab7, primary screen, biochemical, wildtype, multiplex bead flow cytometry. Rab7 GTPase wild type (dog), Bodipy-FL-GTP binding. GST-Rab7 beads, fluorescent GTP binding; actives lie on both sides; untreated = 100%, excess cold GTP = 0%. GTP binding activity (percent of control), % at 10 µM. hit rate 0.055% among 190,000. AID 758, 2007;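 active = fluorescent GTP binding to Rab7 beads changed by at least 20 points from the 100% baseline, either direction, mostly lower; inconclusive = compound itself probably fluorescent, or too few beads counted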;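 also: median green fluorescence of bound Bodipy-FL-GTP per Rab7 bead population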
Cdc42 wt: modulators of GTP binding to wildtype Cdc42, primary screen, biochemical, multiplex bead flow cytometry, Bodipy-GTP. Cell division control protein 42 homolog (Homo sapiens), P60953. GST-Cdc42 beads; actives lie on both sides. percent activity (GTP binding), % at 10 µM. hit rate 0.2% among 190,000. AID 761, 2007;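 active = percent activity GTP binding at least 20 points away from the 100% baseline, either down as inhibitor or up as activator; inconclusive = compound flagged as likely green fluorescent from well-wide comparison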;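 also: median bead fluorescence of bound Bodipy-FL-GTP at 100 nM; 0% = excess unlabeled GTP control and 100% = no compound control; below 100% means less GTP binding so inhibitor and above means activator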
Target sequence (P60953 whole entry, looked up): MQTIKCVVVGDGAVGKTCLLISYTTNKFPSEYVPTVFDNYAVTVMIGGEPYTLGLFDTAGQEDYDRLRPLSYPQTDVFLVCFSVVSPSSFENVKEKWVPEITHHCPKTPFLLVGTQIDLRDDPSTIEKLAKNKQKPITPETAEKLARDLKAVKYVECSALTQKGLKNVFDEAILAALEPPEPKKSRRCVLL
Rac1 wt GTP bind: wildtype Rac1 GTP binding modulators, primary screen, biochemical, GST-Rac1 beads, flow cytometry, multiplex; Ras-related C3 botulinum toxin substrate 1 (Homo sapiens), P63000; hit rate 0.27% among 190,000; fluorescent GTP binding; actives lie on both sides; 0 = cold GTP competed, 100 = untreated; GTP binding activity (% of control), % at 10 µM; AID 757, 2007;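 active = GTP binding activity at least 20 points away from the 100% control level, either lower or higher; inconclusive = compound flagged as likely green fluorescent, judged across all proteins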
Mcl1-Noxa inh: Mcl-1/Noxa binding inhibitors, primary screen, biochemical, TR-FRET, 1536-well; Induced myeloid leukemia cell differentiation protein Mcl-1 (Homo sapiens), Q07820; TR-FRET Mcl-1/Noxa peptide binding, 2 h; inhibition, % at 21.7 µM; hit rate 1.5% among 220,000;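 active = compounds that cut the protein-peptide binding signal by more than 50% relative to plate controls in a single-dose test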;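 also: His-tagged Mcl-1 with rhodamine Noxa BH3 peptide and terbium anti-His antibody; 0% = Mcl-1 plus Noxa peptide wells and 100% = peptide-only wells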
Target sequence (Q07820 whole entry, looked up): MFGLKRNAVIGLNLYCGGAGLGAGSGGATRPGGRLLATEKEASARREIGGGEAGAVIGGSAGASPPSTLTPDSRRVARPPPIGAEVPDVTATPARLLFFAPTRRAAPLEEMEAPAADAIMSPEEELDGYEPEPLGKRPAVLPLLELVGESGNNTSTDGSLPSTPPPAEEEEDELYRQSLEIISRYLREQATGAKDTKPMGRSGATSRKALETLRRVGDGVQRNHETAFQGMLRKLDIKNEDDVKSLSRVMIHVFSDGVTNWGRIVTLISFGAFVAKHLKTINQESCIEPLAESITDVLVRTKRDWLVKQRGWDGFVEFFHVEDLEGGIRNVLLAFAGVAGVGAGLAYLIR
Rab2A wt mod: modulators of GTP binding to Rab2A wildtype, primary screen, biochemical, dog, bead-based flow cytometry, multiplex. GST-Rab2 wt beads, Bodipy-GTP binding. GTP binding activity, % at 10 µM. hit rate 0.19% among 190,000. AID 760, 2007;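 active = GTP binding activity at least 20 points away from 100%, either lowered or raised; inconclusive = signal likely due to the compound's own green fluorescence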;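 also: 0% = beads with excess unlabeled GTP and 100% = no-compound control corrected for plate trend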
Pf gamet viab: late stage P. falciparum gametocyte viability inhibitors, primary screen, ATP luminescence, HTS; P. falciparum stage V gametocytes, 24 h; inhibition, % at 10.9 µM; hit rate 0.065% among 150,000; AID 743093, 2013;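 active = inhibition above the mean plus 3 SD of compounds within the control limits, set per campaign, cut at about 38% in these data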;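 also: 0% = DMSO wells and 100% = medium only without gametocytes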
Mcl1-Bid inh: Mcl-1/Bid binding inhibitors, primary screen, biochemical, TR-FRET, 1536-well; inhibition, % at 21.7 µM; TR-FRET Mcl-1/Bid-Dy647 peptide binding; hit rate 0.97% among 220,000; AID 1021, 2008;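 active = compounds that cut the binding signal by more than half at the single screening dose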;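 also: His-tagged Mcl-1 with europium anti-His antibody binding Bid BH3 peptide; 0% = Mcl-1 plus peptide wells and 100% = peptide-only wells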
Rac1 act GTP bind: GTP binding modulators of activated mutant Rac1, primary screen, biochemical, bead-based flow cytometry, multiplex, fluorescent GTP. Ras-related C3 botulinum toxin substrate 1 (Homo sapiens), P63000. AID 764, 2007. percent activity (GTP binding), % at 10 µM. GST-Rac1 activated beads; actives lie on both sides; 100% means binding = to untreated wells. hit rate 0.11% among 190,000;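 active = GTP binding at least 20 percentage points away from the 100% baseline, in either direction, so actives lie on both sides; inconclusive = Compound likely fluorescent itself, or too few beads counted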
* = called active by the depositor; ? = inconclusive; . = no result given.

SMILES	GSH bead fluor	HRas wt GTP	Avidin bead fluor	Rab7 wt modul	Cdc42 wt	Rac1 wt GTP bind	Mcl1-Noxa inh	Rab2A wt mod	Pf gamet viab	Mcl1-Bid inh	Rac1 act GTP bind
Cc1cc(=O)oc2c1c(C)nn2-c1nn[nH]n1	35	103	15	99	104	108	-10	103	3	-35	100
COCC(=O)NNC(=O)c1ccccc1OC	16	99	5	105	95	101	-18	99	-26	-15	95
CC(NC(=O)c1cc2c(s1)CCCC2)C(C)(C)C (stereo not given)	18	104	36	99	103	102	-4	102	.	-1	100
Cc1ccc(NS(=O)(=O)c2ccc(OCC(=O)NCc3ccco3)cc2)cc1	28	101	11	98	97	99	2	100	.	-32	98
COc1ccc(OC)c(NC(=O)C2CCCCC2C(=O)O)c1 (stereo not given)	15	101	28	102	102	104	13	102	-22	-95	98
CCOc1cc(-c2cc(-c3ccc(C)cc3)nc(N)c2C#N)ccc1O	12	93	38	91	93	92	19	92	-4	5	93
CN(c1ccc(C(=O)O)cc1)S(=O)(=O)c1ccc(Cl)cc1	17	?	16	?	?	?	-2	?	-10	-5	?
Cc1nn(Cc2ccccc2)c(=O)n1N(C)c1ncc(C(F)(F)F)cc1Cl	12	103	8	101	106	109	-3	104	.	-14	101
CCCCOC(=O)Nc1cccc(C(=O)OCC)c1	14	100	28	102	100	98	9	98	1	-1	99
CCCCNC(=O)C1CCCN(S(=O)(=O)c2ccc(-n3cnnn3)cc2)C1 (stereo not given)	18	101	6	99	103	105	24	103	12	3	99
Cc1cccc(Oc2c(C=O)c3ccccc3n2C)c1	16	97	34	96	99	96	14	97	.	2	95
CC(C)c1csc(CN2CCCC(CCC(=O)NCc3ccccc3F)C2)n1 (stereo not given)	15	98	11	103	96	100	32	98	-15	-13	96
O=C(COC(=O)c1cc(-c2cccnc2)nc2ccccc12)Nc1ccc(F)cc1F	15	101	8	103	102	101	-6	100	11	-32	100
O=c1c(-c2ccco2)[n+]([O-])c2ccccc2n1OCc1ccccc1	33	95	9	95	94	93	26	92	.	-12	92
CCNC(=S)Nc1ccccc1-c1ccccc1	6	105	1	96	101	103	-7	101	15	-18	103
Cc1ccc(OCCn2c(=S)[nH]c3c(N)ncnc32)cc1	14	97	19	99	97	101	31	99	-2	-108	96
CC(C(=O)Nc1ccccc1Oc1ccccc1)c1ccccc1 (stereo not given)	22	98	13	97	99	101	10	98	60*	7	96
O=C(O)c1cccc(N2C(=O)c3cccc4c(Cl)ccc(c34)C2=O)c1	25	96	10	103	95	97	1	99	.	-28	96
CC(C)c1c(O)cc(-c2ccncc2)n(-c2ccc(Cl)cc2)c1=O	11	101	14	98	99	100	6	98	.	-54	99
Cc1cc(C)nc(Nc2n[nH]c(COc3ccc4ccccc4c3)n2)n1	29	103	12	102	102	102	8	104	.	-16	98
CCO[C@@H]1OC(C(=O)N2CCN(Cc3ccc4c(c3)OCO4)CC2)=C[C@H](c2ccc(Br)cc2)[C@H]1CCCO	20	97	6	104	93	99	-12	98	.	-2	95
CCOc1ccc(Nc2nc(Cc3nnc(SCC(=O)c4ccc(C)cc4)o3)cs2)cc1	28	96	24	95	99	100	30	99	.	-26	96
O=C(CSc1nnnn1C1CCCC1)N1CCOCC1	15	99	12	96	100	100	12	100	-8	-1	98
O=C(CC12CC3CC(CC(Br)(C3)C1)C2)NC1=NCCS1	16	95	11	94	92	101	33	95	4	3	96
CCOc1ccc(OCC)c(NC(=O)C2CCCN(c3nc(C)cc(C)n3)C2)c1 (stereo not given)	30	102	25	99	107	111	6	100	.	-18	101
COc1ccc(F)cc1S(=O)(=O)n1nnc2ccccc21	14	90	10	90	89	93	-6	89	.	-12	91
O=C(NCc1ccc2c(c1)OCO2)c1ccccn1	28	101	37	99	105	110	15	98	.	-13	99
CN1CCCN(C(=O)C2CCCCC2)CC1	14	99	12	104	100	102	10	98	-38	-5	92
CCOc1cccc(NC(=O)C2CC(=O)N(C)C2)c1 (stereo not given)	16	96	17	98	95	94	-8	94	-10	-16	95
C=CCNc1nc2c(c(=O)[nH]c(=O)n2C)n1Cc1cccc(C)c1	24	103	7	105	103	106	3	102	.	-11	101
Cc1ccc(S(=O)(=O)CCC(=O)OCC(=O)N2CC(=O)Nc3ccccc32)cc1	19	108	6	99	107	106	-7	108	.	-15	102
CCOC(=O)/C(C#N)=C\c1ccc(N2CCN(C)CC2)cc1	16	99	12	98	100	103	16	98	.	-38	97
Cn1nc(-c2ccccc2)c2ncc(C(F)(F)F)cc21	17	94	11	97	96	99	4	98	.	16	97
COc1nc(NC23CC4CC(CC(C4)C2)C3)nc(OC)n1	14	105	17	104	105	104	11	101	14	-12	99
CC(C)[C@H](NC(=O)NCCc1ccc(Cl)cc1)C(=O)O	25	97	8	96	102	101	6	95	.	1	98
CCc1cc2c(=O)c(-c3nc4ccccc4n3C)c(CCCC(=O)O)oc2cc1OC(=O)C(C)(C)C	11	94	16	101	94	95	-2	96	.	-25	94
O=C(Nc1ccc(NC(=O)c2cc([N+](=O)[O-])ccc2N2CCOCC2)cc1)c1cccs1	21	98	9	100	99	98	18	98	12	-43	94
c1ccc2c(c1)oc1c(N3CCOCC3)ncnc12	29	97	7	95	97	97	31	96	0	28	97
COc1ccc(N2CCN(C(=O)C(OC(C)=O)c3ccccc3)CC2)cc1 (stereo not given)	33	101	15	103	102	105	2	101	21	-7	100
Cc1ccc[n+](Cc2ccc([N+](=O)[O-])cc2)c1	27	93	13	95	100	89	5	96	13	-1	94
O=C1Nc2ccccc2C12OCCS2 (stereo not given)	6	104	6	102	106	107	-1	104	.	-16	105
CSCCC(CO)NC(=O)OCc1ccccc1 (stereo not given)	5	101	5	100	102	105	-23	100	2	-51	101
Nc1ccnn1Cc1cccs1	19	100	11	102	105	102	15	99	-5	-19	102
COC(=O)c1sc(=S)sc1C(=O)OC	55	98	12	95	95	105	9	99	.	-39	98
N#CC1=C(N)Oc2ccc3ccccc3c2C1c1cccnc1 (stereo not given)	11	96	10	94	96	93	8	94	.	-23	95
Cc1cc(NC(=O)Cc2ccccc2)nc2c1c(=O)oc1ccccc12	15	95	3	91	94	96	-11	95	.	1	97
Cc1[nH]c2ccccc2c1CCNC(=O)c1ccc2c(c1[N+](=O)[O-])C(=O)c1ccccc1C2=O	44	?	9	?	?	?	11	?	.	-28	?
Cc1cc(C)n2c(SCc3nnc(-c4cccs4)o3)nnc2n1	17	?	11	?	?	?	0	?	.	-5	?
Cc1cc(NC(C)C)n2c(nc3ccccc32)c1C#N	8	95	28	103	93	92	8	95	0	-27	92
C=CCn1nnnc1-c1cccc(Cl)c1	15	98	13	101	97	101	1	99	-17	-17	97
Cc1ccc(NC(=O)CCS(=O)(=O)c2ccccc2)cc1S(=O)(=O)N1CCOCC1	9	99	20	101	96	96	-3	97	-3	-16	96
CC(=O)c1cccc(NC(=O)CCCOc2ccc(C)cc2)c1	14	99	11	100	101	102	-3	98	-16	-3	99
N#CCCn1cc(C(CC(=O)c2ccc(Br)cc2)C(=O)O)c2ccccc21 (stereo not given)	13	97	16	97	99	105	-7	96	.	-6	95
CC(C)N1CCc2c(sc(NC(=O)c3cc(-c4cccs4)nc4ccccc34)c2C(N)=O)C1	18	101	.	98	103	101	44	99	.	11	101
CCOC(=O)CCCN1CC(O)=C(c2nc(-c3ccc(Cl)cc3)cs2)C1=N	12	99	8	96	97	101	17	97	5	-6	100
Cc1sc(NC(=O)CCl)c(C(=O)c2ccccc2)c1C	49	100	6	96	98	99	23	96	.	16	95
CC(SCC(=O)Nc1ccc(S(=O)(=O)N2CCCCC2)cc1)C(=O)O (stereo not given)	25	101	25	104	99	101	6	100	.	7	100
OC(CSc1ccccc1Cl)CN1CCN(c2ccccc2F)CC1 (stereo not given)	36	97	89*	92	95	95	25	95	-48	-3	95
Cc1ccc(Nc2nc(-c3ccc(S(=O)(=O)N4CCOCC4)cc3)cs2)cc1Cl	9	100	14	96	98	103	8	99	.	-3	100
COc1cc(C)c(CNc2cc(C)cc(C)c2)cc1C	24	99	11	101	98	103	-6	99	.	-16	98
Next part
SMILES	GSH bead fluor	HRas wt GTP	Avidin bead fluor	Rab7 wt modul	Cdc42 wt	Rac1 wt GTP bind	Mcl1-Noxa inh	Rab2A wt mod	Pf gamet viab	Mcl1-Bid inh	Rac1 act GTP bind
CCOc1ccc2nc(N3CCCC(C(=O)NCCCN4CCOCC4)C3)sc2c1 (stereo not given)	24	100	4	99	98	105	16	100	.	-17	99
Cc1cc(NC(=O)C2Oc3ccccc3OC2C)no1 (stereo not given)	20	96	6	95	99	101	2	96	.	-6	96
COc1ccc(/C=N/N2CCN(C3c4ccccc4-c4ccccc43)CC2)cc1OC	18	101	15	99	104	107	10	99	2	-14	101
CC(Cc1cccs1)NC(=O)Nc1cccc(Cl)c1 (stereo not given)	11	103	13	103	105	105	-5	102	-18	-2	101
Cc1ccc(S(=O)(=O)NCC(=O)OCC(=O)N2N=C(c3ccc(Cl)cc3)CC2c2ccco2)cc1C (stereo not given)	12	99	18	94	104	106	15	99	6	7	101
CCN(CC)C(=O)CN(C#N)c1nc(NC(C)C)nc(NC(C)C)n1	28	97	10	93	98	96	1	96	-3	-3	94
CCOc1ccc(CSC(=N)N)cc1[N+](=O)[O-]	15	98	15	97	100	101	4	99	.	-10	97
CCOC(=O)CSc1snnc1-c1ccccc1	46	100	7	96	100	100	9	97	.	17	98
C=CCSc1nc2c(cc1C#N)CCC2	37	98	6	98	98	98	27	98	8	18	97

No enrichment for hits; overall some 3% were active at least once.
